MKP-3 inhibition: inhibition of rat DUSP6 enzyme activity – biochemical, in vitro, primary screen (AID 425); inhibition, % at 20 µM; hits with a dose series show IC50 in µM; 110,000 compounds, 0.17% hits; recombinant MKP-3 phosphatase activity, fluorescence; higher % means a stronger effect; in the data active means inhibition above about 50%;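 further: plate controls were vehicle for no effect and reference inhibitor for full effect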
Hsp70 displacement: Hsp70 inhibitors, probe displacement, primary screen, biochemical, fluorescence polarization (AID 583); Hsp70 fluorescence polarization probe displacement, mP; higher % means a stronger effect; one-dose displacement, % at 20 µM; IC50 in µM for titrated hits; 140,000 compounds, 0.06% hits; in the data active means displacement above about 50%;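 further: plate controls were vehicle for no effect and reference ligand for full effect; a part of the inactive calls stands beside numbers as strong as those of hits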
Active calls of the source: *; . = no result given; & = joins results of further samples.

Start of the listing, in advance:
SMILES	MKP-3 inhibition	Hsp70 displacement
Cc1c(C(=O)Nc2ccc3oc(-c4ccccc4Br)nc3c2)cccc1[N+](=O)[O-]	2%	-0.4%
Cc1cccc(-c2nc3ccccc3[nH]2)c1	6%	4.5%
Clc1ccc(NCc2nnc3n2CCCCC3)cc1	-3%	1.0%
COc1ccc2oc(=O)c(C(=O)n3ccc(C)n3)cc2c1	.	0.9%
O=C(NCc1nc(-c2ccccc2)no1)c1ccc(Br)o1	-5%	4.8%

The whole of this part, from the first entry:
SMILES	MKP-3 inhibition	Hsp70 displacement
Cc1c(C(=O)Nc2ccc3oc(-c4ccccc4Br)nc3c2)cccc1[N+](=O)[O-]	2%	-0.4%
Cc1cccc(-c2nc3ccccc3[nH]2)c1	6%	4.5%
Clc1ccc(NCc2nnc3n2CCCCC3)cc1	-3%	1.0%
COc1ccc2oc(=O)c(C(=O)n3ccc(C)n3)cc2c1	.	0.9%
O=C(NCc1nc(-c2ccccc2)no1)c1ccc(Br)o1	-5%	4.8%
CC(=O)NC(CCS(C)(=O)=O)C(=O)Nc1cc(C)on1 (configuration not stated)	-3%	1.0%
Cc1ccc(C(=O)/C=C/c2ccccc2[N+](=O)[O-])cc1	-1%	-0.6%
COc1cc(C(=O)Nc2cc(-c3nc4cc(Cl)cc(Cl)c4o3)ccc2C)cc(OC)c1OC	-2%	2.3%
O=C(CN1CCN(CCN2C(=O)c3cccc4cccc(c34)C2=O)CC1)c1ccccc1	4%	2.4%
FC(F)(F)c1ccc(N2CCN(c3ncnc4c3nnn4Cc3ccccc3)CC2)nc1	0%	-1.1%
COc1ccc(C(=O)O)cc1NC(=O)CC(=O)c1ccc([N+](=O)[O-])cc1	-2%	-0.3%
COc1cc(/C=C2/SC(=S)NC2=O)ccc1OC(=O)c1ccc(Cl)cc1	-3%	1.9%
CCCCNc1ncnc2c1cnn2-c1ccccc1	-15%&2%	-0.3%&-3.8%
COc1cc(/C=C2\C(=O)NC(=O)N(c3ccc(Cl)cc3)C2=O)cc(I)c1OC	1%	-1.4%
COc1ccc(OCC(=O)N2CCN(C(=O)Cc3ccccc3)CC2)cc1	-7%	0.9%
CC(C)(C)C(=O)C(Oc1cccc2nonc12)n1cncn1 (configuration not stated)	-10%	3.8%
CCCc1cc(=O)oc2cc(OCc3cccc(Cl)c3)ccc12	-2%	2.3%
CCOc1ccccc1NC(=O)CN1CCC(NC(=O)c2ccccc2)CC1	.	-1.1%
O=C(Cc1ccc(Cl)cc1)Nc1cccc([N+](=O)[O-])c1	-3%	2.6%
Cc1cc(C)cc(NC(=O)N2CCC(NC(=O)c3ccc(F)cc3)CC2)c1	1%	6.2%
Cc1ccc(CNC(=O)CCS(=O)(=O)c2cccc3nsnc23)cc1	4%	-7.1%
C=C(C)Cn1c(C)cc(C)c(S(=O)(=O)c2ccccc2C)c1=O	.	4.7%
COc1ccc(OCc2nc3ccccc3[nH]2)cc1	.	1.5%
COc1ccccc1C1CC(c2ccc(Cl)cc2)Nc2nc(N)nn21 (configuration not stated)	0%	-1.4%
NC(=S)N/N=C/c1ccc(C2C=CCC2)s1 (configuration not stated)	3%	-0.1%
SMILES	MKP-3 inhibition	Hsp70 displacement
COCCCNC(=O)C12CCC(C)(C(=O)C1)C2(C)C (configuration not stated)	-16%	-4.0%
Cc1cc(C)c2nc3s/c(=C\c4ccccc4)c(=O)n3c2c1	0%	-2.4%
N#CCC(=O)N1CCN(C(c2ccccc2)c2ccccc2)CC1	1%	9.8%
O=C(NC1CC2CCCC(C1)N2C(=O)NC1CCCCC1)c1ccc(F)cc1 (configuration not stated)	-13%	-3.0%
CN(C)CCCNc1cc(Cl)c(S(=O)(=O)N2CCCCC2)cc1C(=O)O	3%	1.3%
CCN(CC)CCCNC(=O)N[C@@H](Cc1ccccc1)C(=O)O	-3%	-3.9%
CCOC(=O)c1oc2ccccc2c1NC(=O)c1ccc2c(c1)OCO2	1%	0.3%
Cc1n[nH]c(=O)nc1Nc1ccc(O)cc1	.	5.0%
COc1cc(-c2noc(CCC(N)=O)n2)cc(OC)c1OC	4%	2.5%
O=C(Cn1ncnn1)OCc1ccccc1Cl	0%	6.2%
N#Cc1nc(Cc2cccc3ccccc23)oc1NCC1CCCO1 (configuration not stated)	0%	4.3%
O=C(Nc1ccc(Cc2ccncc2)cc1)c1ccc(-c2cccc(Cl)c2)o1	6%	-1.3%
COCCN(CCOC)c1ncnc2c1cnn2-c1ccccc1	-2%	2.5%
NC(=O)c1cc(-c2ccccc2)nc(N2CCOCC2)n1	-2%	0.4%
CCOC(=O)C1=C(C)Nc2nc(SCC)[nH]c(=O)c2C1c1ccncc1 (configuration not stated)	4%	1.1%
CC(OC(=O)C1CCN(S(=O)(=O)c2ccc(Cl)cc2)CC1)C(=O)N1CCc2ccccc21 (configuration not stated)	.	8.2%
COC(=O)c1ccc(C(=O)OC)c(NC(=O)CSc2nc(-c3ccco3)cc(C(F)(F)F)n2)c1	-12%	-2.5%
CCN(CC)c1ccc(NC(=O)c2oc3ccccc3c2C)cc1	0%	2.8%
CN(C)c1ccc(/C=C2/C(=O)NN(c3cccc(Cl)c3)C2=O)cc1	1%	0.4%
c1ccc(Oc2cccc(OCCn3cncn3)c2)cc1	-4%	-0.6%
Cc1cccc(-c2nc(CSCC(=O)NCCCN3CCOCC3)c(C)o2)c1	.	-2.1%
O=S(=O)(c1ccc(Br)cc1)N1CCCN(Cc2cccc(F)c2)CC1	.	1.3%
CC1Cc2nc(SCC(=O)Nc3ccc(F)cc3)n(C)c(=O)c2S1 (configuration not stated)	-9%	3.0%
CCOC(=O)c1c2c(c(=S)n(-c3ccccc3)c1N)CCC2	1%	1.8%
CCOc1ccc2c(=O)c(-c3ccccc3OC)c(C(F)(F)F)oc2c1	0%	5.7%
SMILES	MKP-3 inhibition	Hsp70 displacement
CCCCn1c(N)c(N(CC)C(=O)c2ccc3c(c2)S(=O)(=O)c2ccccc2C3=O)c(=O)[nH]c1=O	-12%	0.8%
O=C(O)C(Cc1cc2ccccc2[nH]1)N1C(=O)C2CC=C(Cl)CC2C1=O (configuration not stated)	.	1.4%
Cc1cc(NC(=O)c2ccc(S(=O)(=O)Nc3ccccc3)cc2)no1	.	-1.0%
Cc1ccccc1C(=O)Nc1cccc(NC(=O)c2ccc(-c3ccc([N+](=O)[O-])cc3C)o2)c1	4%	-0.6%
O=C(O)CCCNS(=O)(=O)c1ccc(NCc2ccccc2)c(C(=O)O)c1	-8%&3%	5.9%&-1.8%
COc1ccc(C(=O)NCCc2nnc(SCC(=O)Nc3ccccc3C(C)C)n2C)cc1	.	1.4%
COc1ccc(-c2cc(=O)n3[nH]c(-c4cccc(F)c4)cc3n2)cc1	3%	-5.3%
O=C(CN(c1cccc([N+](=O)[O-])c1)S(=O)(=O)c1ccccc1)N[C@@H]1C[C@H]2CC[C@@H]1C2	1%	1.0%
O=C1c2ccccc2C(=O)N1CC(=O)N(Cc1ccccc1)c1cccc([N+](=O)[O-])c1	1%	1.1%
Fc1ccc(C2NC(=S)NC3=C2N2CCC3CC2)cc1 (configuration not stated)	.	-0.9%
CC1CCc2c(sc3ncn4c(SCC(=O)NCc5ccco5)nnc4c23)C1 (configuration not stated)	0%	-6.9%
CCN(C(=O)CSc1nc2cc(C(=O)OC)ccc2c(=O)n1Cc1ccco1)c1cccc(C)c1	1%	2.5%
COc1cccc(CN2CCN(C(=O)c3cccc(F)c3)CC2)c1OC	4%	-4.9%
O=C(NCC(c1cccnc1)N1CCN(c2ccccc2)CC1)c1ccco1 (configuration not stated)	.	-6.2%
Cc1oc2cc(O)ccc2c(=O)c1Oc1ccccc1	-6%	.
CC(C)(C)C(=O)CN1CCN(C2c3ccccc3-c3ccccc32)CC1	.	0.6%
O=C(NCCc1ccccc1)C1CC(=O)N(c2ccc(Br)cc2)C1 (configuration not stated)	4%	-1.8%
COP(=O)(OC)C(Nc1cc(Cl)cc(Cl)c1)c1cccc(O)c1 (configuration not stated)	2%	3.0%
COc1ccc(N2C(=O)CC(N3CCOCC3)C2=O)cc1 (configuration not stated)	-12%	1.7%
Cc1ccc(S(=O)(=O)NCCSc2nnnn2-c2ccccc2)cc1	.	5.4%
O=C(/C=C/c1cn(-c2ccccc2)nc1-c1cccs1)c1cccs1	2%	0.2%
O=C(CN1CCN(CCO)CC1)Nc1ccccc1	.	-3.4%
CC(C)N1CCC(=NNC(=O)c2cccc([N+](=O)[O-])c2)CC1	0%	4.6%
Cn1cnnc1Sc1cc(N2CCCC2)ccc1[N+](=O)[O-]	4%	-3.5%
CCn1cc([N+](=O)[O-])c(C(=O)N2N=C(c3ccc4ccccc4c3)CC2c2ccccc2O)n1 (configuration not stated)	.	-2.8%

Some values from the results shown:
O=C(O)C(Cc1cc2ccccc2[nH]1)N1C(=O)C2CC=C(Cl)CC2C1=O (configuration not stated) – Hsp70 displacement: 1.4%
Cc1ccc(S(=O)(=O)NCCSc2nnnn2-c2ccccc2)cc1 – Hsp70 displacement: 5.4%
O=C1c2ccccc2C(=O)N1CC(=O)N(Cc1ccccc1)c1cccc([N+](=O)[O-])c1 – MKP-3 inhibition: 1%
O=C(NCCc1ccccc1)C1CC(=O)N(c2ccc(Br)cc2)C1 (configuration not stated) – Hsp70 displacement: -1.8%
Fc1ccc(C2NC(=S)NC3=C2N2CCC3CC2)cc1 (configuration not stated) – Hsp70 displacement: -0.9%
Cn1cnnc1Sc1cc(N2CCCC2)ccc1[N+](=O)[O-] – Hsp70 displacement: -3.5%

More entries follow.
SMILES	MKP-3 inhibition	Hsp70 displacement
O=C(Nc1sc2c(c1C(=O)Nc1ccccc1)CCC2)c1ccc([N+](=O)[O-])cc1	0%	-1.4%
O=C(c1cccs1)N1CCN(Cc2ccccc2F)CC1	4%	0.8%
CCOC(=O)c1c(NC(=O)c2cc3cc(Br)ccc3oc2=O)sc(C(C)=O)c1C	4%	0.4%
CCCCS(=O)CC(COc1ccc(Cl)cc1)OC(=O)c1ccccc1 (configuration not stated)	-3%	-5.3%
O=C1C2C3C=CC([C@@H]2C(=O)N1C1CC1)[C@H]1C(=O)N(C2CC2)C(=O)C31 (some centres not stated)	.	5.2%
O=C(NCCNc1ccc(Cl)cc1[N+](=O)[O-])c1ccc2c(c1)OCCO2	2%	4.6%
COc1ccccc1CNC(=O)CCCN1C(=O)COc2ccc(C)cc21	0%	-2.8%
CCc1ccc(OCc2nnc(SCCN3CCOCC3)n2C)cc1	-4%	-5.5%
CCCC1(O)CC(c2ccccc2)NC(c2ccccc2)C1CC (configuration not stated)	1%	2.8%
Cc1cc(=O)oc2cc(OCC(O)CN3CCN(c4ccc(F)cc4)CC3)ccc12 (configuration not stated)	-2%	-1.5%
O=C(C1CC1)N1CCCN(C(=O)C2CC2)CC1	-8%	1.9%
CC1(C)SCC(C(=O)O)N1C=O (configuration not stated)	5%	.
Cc1nn(-c2ccc(F)cc2)c(C)c1NS(=O)(=O)c1ccc2ccccc2c1	.	-3.9%
Cc1ccc(C(=O)/C=C/Nc2ccccc2C(N)=O)cc1	.	-0.9%
Cc1ccccc1-n1c(Cn2c(=O)sc3ccccc32)nnc1SCC(N)=O	-3%	6.4%
CCOC(=O)c1cccc2c1-c1ccccc1/C2=N/O	-7%	0.2%
CCOc1cc(N2CCOCC2)c(OCC)cc1NC(=O)COc1cccc2cccnc12	-6%	-0.8%
CC(=O)NC(Cc1c[nH]c2ccccc12)C(=O)NCc1ccc2c(c1)OCO2 (configuration not stated)	-8%	1.4%
CCc1nnc(NC(=O)c2c(OC)cccc2OC)s1	.	4.1%
O=C(O)C1CCCN1c1ncnc2ccccc12 (configuration not stated)	-16%	14%
CCN(CC)C(=O)N1c2ccccc2CCc2ccccc21	6%	-4.1%
CCOC(=O)COc1ccc(/C=C2/NC(=S)NC2=O)cc1OC	2%	4.4%
O=C(N/N=C/c1ccccc1F)c1ccc(Cl)c(Cl)c1	-2%	-4.3%
N#CC1=C(N2CCCCC2)c2cc3c(n2C1=O)CCCC3	.	0.9%
CCNC(=O)c1ccc(CN2CCN(c3ccccc3)CC2)cc1	0%	-2.2%
SMILES	MKP-3 inhibition	Hsp70 displacement
COc1ccc(/C=C2/C(C)=C(C#N)c3nc(N)c(C#N)c(C)c32)cc1Br	4%	-0.6%
O=C(c1cccs1)N1CCN(Cc2ccc(Cl)cc2)CC1	2%	-1.2%
CCN(CC)c1cc(C)c(C#N)c2nc3ccccc3n12	4%	-1.1%
CCS(=O)(=O)CCn1c([N+](=O)[O-])cnc1C	-11%	3.1%
CC(C)CC(c1nnnn1C1CCCC1)N1CCN(C(=O)c2ccco2)CC1 (configuration not stated)	-6%	1.6%
Cc1c(Cl)cccc1NCCC(=O)c1ccc(Br)cc1	1%	2.4%
O=C1C2CC=CCC2C(=O)N1c1ccc(Cc2ccncc2)cc1 (configuration not stated)	-9%	10%
COc1ccc(CN=CC2=C(O)CNC2=O)cc1	4%	-0.4%
CCOC(=O)c1sc2ncn(CC(=O)NCC3CCCO3)c(=O)c2c1C (configuration not stated)	-1%	1.3%
Cc1csc(-c2coc3cc(OCC(=O)O)cc(C)c3c2=O)n1	1%	-0.9%
O=C(CN1CCN(CC(=O)Nc2ccc3c(c2)OCO3)CC1)Nc1ccc(F)cc1	-2%	3.7%

3 entries from above, sorted by count of non-hydrogen atoms, ascending.
SMILES	MKP-3 inhibition	Hsp70 displacement
Cc1c(Cl)cccc1NCCC(=O)c1ccc(Br)cc1	1%	2.4%
Cc1csc(-c2coc3cc(OCC(=O)O)cc(C)c3c2=O)n1	1%	-0.9%
CCOC(=O)c1sc2ncn(CC(=O)NCC3CCCO3)c(=O)c2c1C (configuration not stated)	-1%	1.3%

From PubChem

Not all compounds are listed; the hit share may differ from the screen's.
